Bioassay records (PubChem BioAssay)
VIM-2 inh – VIM-2 metallo-beta-lactamase inhibitors, primary screen, biochemical, epi-absorbance readout, Pseudomonas aeruginosa enzyme | inhibition, % at 5.6 µM | purified VIM-2, nitrocefin hydrolysis, epi-absorbance fluorescence | AID 1527, 2009 | actives 0.89% (n = 290,000);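 active means inhibition above the mean of all tested compounds plus 3 SD, cutoff set per screening run, cut at about 7.5% in these data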;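 further: red hydrolysis product quenches plate fluorescence so inhibitors raise well fluorescence; 0% = enzyme with DMSO and 100% = DMSO without enzyme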
pCIP destab – p/CIP-EGFP fusion destabilizers, primary screen, fluorescence, F442A cells | Q05BA5 | 16 h | decrease of EGFP signal, % at 10 µM | actives 0.01% (n = 290,000);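 active means EGFP signal decrease of at least 30% at 10 µM or well 3 SD below plate mean, unless failing retest; inactive means the rest, including hits failing retest or dose response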; further: some compounds called inactive have numbers as strong as hits; many of its hits are not listed in these tables
IMP-1 inhibitor – IMP-1 metallo-beta-lactamase inhibitors, primary screen, biochemical, epi-absorbance readout, Pseudomonas aeruginosa enzyme; AID 1556, 2009; purified IMP-1, nitrocefin hydrolysis, epi-absorbance fluorescence; actives 0.45% (n = 290,000); inhibition, % at 5.6 µM;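 active means inhibition above the mean plus 3 SD of all compounds in the same screening run, cut at about 4.5% in these data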;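 further: 0% = IMP-1 with DMSO and 100% = DMSO wells lacking enzyme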
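Test system: recombinant IMP-1 enzyme, purified / Medium: HEPES buffer pH 7.1 with ZnSO4 and Brij 35 / Doses: single dose, 5.6 µM / Times: 25 °C, 15 min preincubation, 25 min reaction / Detection: Epi-absorbance via hydrolysed-nitrocefin quenching of white-plate fluorescence, 480/530 nm, EDTA stop / Evaluation: percent inhibition from optical density relative to buffer-blank wells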
UBC9 SUMO inh – inhibitors of in vitro SUMOylation cascade, primary screen, biochemical, HTRF, uHTS; inhibition, % at 35 µM; actives 0.36% (n = 290,000); HTRF SUMOylation assay, SAE1/SAE2 + UBC9; SUMO-conjugating enzyme UBC9 (Homo sapiens), P63279; in the data active means inhibition above about 50%, passing the limit was not always enough; further: strong numbers were not always called active
GalR3 antagonist – GalR3 antagonists in HEK293 cells, primary screen, cell-based, fluorescence readout; Galanin receptor type 3 (Homo sapiens), O60755; HEK293 GalR3-CNG cAMP membrane potential fluorescence; galR3 body fused to GalR1 C-terminus; inhibition, % at 3 µM; actives 0.44% (n = 360,000);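 active means inhibition above the screen-wide average plus 3 SD, cut at about 13% in these data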;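 further: forskolin and galanin both at EC90 stimulate the cells; cAMP rise reported by CNG channel membrane potential dye signal; 0% = forskolin plus galanin with DMSO and 100% = forskolin alone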
NS3 helicase inh – inhibitors of HCV NS3 helicase, primary screen, biochemical, Cy5 molecular beacon fluorescence. NS3 helicase DNA unwinding. actives 0.56% (n = 290,000). inhibition, % at 10.9 µM;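 active means inhibition above the mean of all tested compounds plus 3 SD, set per campaign, cut at about 35% in these data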;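 further: 0% = DMSO wells and 100% = thioflavine S control wells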
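Assay system – hepatitis C virus NS3 helicase domain fragment enzyme · Buffer or medium – MOPS pH 6.5, MgCl2, DTT, Tween20, BSA · Reagent – Cy5/quencher beacon DNA duplex and ATP to start · Compound – single 10.9 µM dose · Timing – 1 h at 25 °C · Technique – Cy5 beacon fluorescence read at start and 1 h · Measure – % inhibition of unwinding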
CRFBP-R2 block – antagonists of CRF-BP/CRF-R2 complex, primary screen, cell-based, HEK293, calcium dye fluorescence, uHTS | actives 0.59% (n = 350,000) | inhibition, % at 11.8 µM | AID 588475, 2011 | CRF-induced calcium fluorescence;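 active means inhibition of the ligand-induced calcium signal above about 50% at the single tested concentration, limit read from the data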
IDE inh – human IDE inhibitors in live cells, primary screen, fluorescence polarization, HEK cells, FAbetaB substrate; Insulin-degrading enzyme (Homo sapiens), P14735; actives 0.41% (n = 320,000); FAbetaB cleavage; inhibition, % at 5.59 µM; AID 434962, 2010;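 active means percent inhibition above the average of all tested compounds plus 3 SD, set per screening campaign, cut at about 16% in these data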;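 further: IDE supplied by intact live HEK cells; FP after avidin binding of uncleaved biotin substrate so inhibition keeps polarization high; 0% = DMSO wells and 100% = 60 µM reference IDE inhibitor Ii1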
Target sequence (P14735 whole entry, looked up): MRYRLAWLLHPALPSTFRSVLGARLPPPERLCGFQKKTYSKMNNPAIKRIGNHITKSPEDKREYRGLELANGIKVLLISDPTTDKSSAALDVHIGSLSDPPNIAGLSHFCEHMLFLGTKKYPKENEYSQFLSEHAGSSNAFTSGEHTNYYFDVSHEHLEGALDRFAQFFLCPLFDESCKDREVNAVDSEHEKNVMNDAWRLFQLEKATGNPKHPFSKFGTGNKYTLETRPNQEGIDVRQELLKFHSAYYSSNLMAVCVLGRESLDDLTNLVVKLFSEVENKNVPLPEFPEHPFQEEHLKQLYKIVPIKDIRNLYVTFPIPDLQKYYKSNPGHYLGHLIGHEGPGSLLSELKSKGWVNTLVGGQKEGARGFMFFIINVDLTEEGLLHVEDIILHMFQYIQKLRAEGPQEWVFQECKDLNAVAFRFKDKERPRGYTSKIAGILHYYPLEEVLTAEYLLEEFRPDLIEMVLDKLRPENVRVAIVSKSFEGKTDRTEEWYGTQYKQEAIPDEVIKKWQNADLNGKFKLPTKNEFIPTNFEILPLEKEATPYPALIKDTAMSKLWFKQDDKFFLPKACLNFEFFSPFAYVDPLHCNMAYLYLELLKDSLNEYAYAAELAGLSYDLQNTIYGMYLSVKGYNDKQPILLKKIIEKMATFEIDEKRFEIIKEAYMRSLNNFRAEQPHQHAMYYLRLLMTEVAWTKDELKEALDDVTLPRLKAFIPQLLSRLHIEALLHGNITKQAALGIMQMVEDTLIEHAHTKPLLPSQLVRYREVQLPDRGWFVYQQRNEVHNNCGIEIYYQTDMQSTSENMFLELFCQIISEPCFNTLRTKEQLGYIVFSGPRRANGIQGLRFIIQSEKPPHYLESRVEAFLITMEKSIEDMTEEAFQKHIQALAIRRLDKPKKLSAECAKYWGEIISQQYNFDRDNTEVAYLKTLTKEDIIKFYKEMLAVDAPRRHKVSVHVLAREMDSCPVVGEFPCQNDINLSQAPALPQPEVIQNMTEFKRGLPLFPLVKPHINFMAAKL
IDE cell activ – human IDE activators in live cells, primary screen, fluorescence polarization, HEK cells, FAbeta-B substrate | Insulin-degrading enzyme (Homo sapiens), P14735 | FAbeta-B cleavage; 0% vehicle, 100% cell-free pure enzyme wells | activation, % at 5.96 µM | actives 0.073% (n = 340,000);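 active means activation above the mean of all tested compounds plus 3 SD, set per screening campaign, cut at about 17% in these data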
Numbers without * were called inactive; · = not tested or not shown. No enrichment for hits. Share with any hit: about 3.2%.

item	compound	VIM-2 inh	pCIP destab	IMP-1 inhibitor	UBC9 SUMO inh	GalR3 antagonist	NS3 helicase inh	CRFBP-R2 block	IDE inh	IDE cell activ
1	Cc1ccc(O)c(NC(=S)NC(=O)C(C)C)c1	-1.6	-3.2	-1.9	20.2	7.5	8.6	9.5	9.3	5.5
2	CN(C1(C)CCS(=O)(=O)C1)S(=O)(=O)c1cccc([N+](=O)[O-])c1 (stereo unspecified)	·	·	·	·	-0.7	·	11.8	0.2	-1.9
3	COC(=O)/C(=C/c1c[nH]c2ccccc12)NC(C)=O	-1.3	1.6	-3.1	2.8	-5.9	-0.7	16.9	7.4	-2.0
4	CC(=O)c1ccc(N2CCN(S(=O)(=O)c3ccc4c5c3CC(=O)N5CC(C)S4)CC2)cc1 (stereo unspecified)	4.2	-19.0	-3.4	13.4	·	17.7	19.6	9.6	-7.9
5	COc1ccccc1Oc1ccc(S(=O)(=O)N2CCOCC2)cc1S(=O)(=O)N1CCOCC1	-0.2	-1.8	-3.0	8.1	-0.5	-4.3	1.1	-2.8	5.9
6	CCCC1NC(=S)N(C2CCCCC2)C1=O (stereo unspecified)	-2.0	-2.3	-3.7	1.4	-6.0	-3.4	6.1	-0.1	-6.1
7	CCCNC(=O)c1nnsc1S(=O)c1ccc(Cl)cc1 (stereo unspecified)	-3.0	-3.5	-2.5	4.3	2.8	-13.9	31.9	·	-15.2
8	O=C(O)c1cncc(Br)c1	-2.8	-9.1	-3.1	13.7	-13.2	1.7	10.6	1.9	0.3
9	C=CCN1C(=O)CSC1=Nc1cccc(O)c1	-1.9	1.6	-3.7	-8.4	-4.8	2.6	10.9	7.3	1.4
10	Cc1nc2ccccc2c(=O)n1/N=C/c1ccccc1Cl	-2.2	-1.3	-0.2	-5.2	-8.2	3.1	-2.8	3.2	-0.4
11	CCN(CC)S(=O)(=O)c1ccc(NC(=O)CO/N=C(\N)c2ccccc2)cc1	·	·	·	·	-4.1	·	24.1	0.4	7.7
12	COc1cccc(C2=CC(c3cccc(OC)c3OC(F)F)n3nnnc3N2)c1 (stereo unspecified)	-3.1	-11.4	-2.8	3.6	-1.6	-6.5	-11.3	4.0	3.0
13	CCOc1ccc(NC(=O)C[n+]2ccccc2)cc1	-0.6	1.3	-3.6	-7.0	-4.4	6.8	29.8	-6.0	2.4
14	CC(=O)Nc1ccc(NC(=O)C2CCN(S(=O)(=O)c3ccc4c(c3)OCCO4)CC2)cc1	·	·	·	·	-3.8	·	3.1	-2.2	1.0
15	O=C(Cn1cccc1C(=O)c1ccccc1)NCc1ccccc1Cl	-4.9	-6.9	-2.9	·	-3.5	6.1	15.3	1.4	2.7
16	Cc1cc(C)c2[nH]c(O)c(N=Nc3ccc(C(=O)O)cc3)c2c1	0.0	0.0	-2.0	0.9	-7.1	5.4	11.5	-2.9	8.8
17	Cc1cc([N+](=O)[O-])ccc1NC(=O)c1cncc(Br)c1	-1.4	-1.9	-0.3	-4.8	-11.9	5.2	-5.8	-0.4	3.2
18	O=C(COC(=O)CCc1nc2ccccc2s1)NCc1ccco1	-1.6	-4.5	-3.3	-5.6	-6.2	0.0	4.1	0.4	4.4
19	COc1ccc(/C=C/C(=O)NC(=S)NNC(=O)c2cccs2)cc1	-4.4	-12.7	-5.1	-90.4	-2.0	7.2	-6.6	0.6	1.5
20	C=CCn1cnc2c(nnn2-c2ccc(C)c(Cl)c2)c1=O	-1.5	-16.0	0.0	9.8	1.2	-3.5	4.5	5.3	6.1
21	C=C1CCN([C@H](C(=O)NCc2cc(OC)c(OC)c(OC)c2)C(C)C)S(=O)(=O)c2ccccc21	·	6.9	·	-18.1	-0.7	·	-11.5	3.1	5.4
22	CN(c1ccccc1)S(=O)(=O)c1ccc(Cl)c(C(=O)OCC(=O)NCc2ccco2)c1	-1.7	1.5	-1.1	19.4	0.9	26.5	15.8	0.5	3.2
23	C=CCc1ccc(OCCCCN2CCC(C)CC2)c(OC)c1	-4.2	-1.4	-3.5	7.7	-12.1	-5.8	-16.1	1.1	6.3
24	Cc1nc2sc(C(c3ccc(C(C)C)cc3)N3CCN(CCO)CC3)c(O)n2n1 (stereo unspecified)	1.6	-3.7	-0.2	2.0	·	-28.1	-18.7	6.2	3.3
25	C=CCOc1c(Cl)cc(CNc2ccc3[nH]c(=O)[nH]c3c2)cc1OC	-2.3	-8.6	-0.5	65.4	-2.1	-10.5	-3.3	1.6	-0.3
26	COc1ccc(OC)c(NC(=O)Cn2cnc3c(cnn3-c3ccccc3)c2=O)c1	-2.6	16.3	-2.6	-7.5	-0.4	-1.5	2.7	-1.8	-8.4
27	CSc1nnc(-c2ccc(S(=O)(=O)N3CCOCC3)cc2)n1C	-1.1	2.4	-3.3	16.9	-7.1	-0.6	-1.2	3.3	3.5
28	O=C(COc1ccc(F)c(Cl)c1)N1CCCCCCC1	-0.4	2.4	0.6	10.1	-3.7	6.1	4.3	5.4	-3.9
29	COc1ccccc1C(O)P(=O)(OC(C)C)c1ccc(N(C)C)cc1 (stereo unspecified)	-0.8	8.9	-1.3	-1.5	-4.5	-8.3	2.0	2.7	4.9
30	COc1ccccc1NC(=O)CNC(=O)Cn1c(C)cc2ccccc2c1=O	-1.6	3.4	-1.1	-5.8	-5.4	-4.5	-2.4	7.5	3.5
31	COc1ccc(CNC(=S)N2CCN(Cc3ccccc3)CC2)cc1	-2.5	-3.1	-1.6	24.8	2.0	2.9	7.8	1.2	6.6
32	Nn1c(SCC(=O)NC2CCCCC2)nnc1C1CC1	-0.3	-13.1	-0.2	16.9	1.2	1.2	-5.1	-2.8	3.1
33	O=C1SC(c2ccccc2)=C/C1=C\N1CCCCC1	1.9	-5.8	4.8*	15.4	-9.3	25.9	21.3	-5.1	-12.5
34	COc1ccc(NC(=O)Nc2cc(NC(=O)Nc3ccc(OC)cc3)c(C)nc2C)cc1	0.4	0.3	-3.0	45.2	0.3	-24.7	26.1	0.1	5.8
35	COc1ccc2c(c1)CCCN2C(N)=Nc1ccc(Cl)cc1	-3.4	0.5	-3.2	22.9	-7.7	-8.8	0.3	5.4	0.3
36	Cc1ccc(-n2nc(CN3CCOCC3)c(-c3ccccc3)c2N)c(C)c1	-1.2	-0.7	-3.5	10.3	-1.6	7.2	-0.5	8.5	4.8
37	O=C(CN1C(=O)NC2(CCCCCC2)C1=O)N1CCN(S(=O)(=O)c2ccc(Cl)cc2)CC1	-0.2	-13.2	-2.2	-8.1	-7.4	-0.8	-14.7	3.7	5.0
38	COC/C=C/C1=CC2=CC(=O)C(C)(OC(=O)c3cnc4ccccc4n3)C(=O)C2=CN1Cc1ccc(OC)cc1 (stereo unspecified)	·	-2.8	·	8.4	2.2	·	4.6	7.5	-4.0
39	COc1ccc(OC)c(/C=N/NC(=O)Cc2nc3ccccc3[nH]2)c1	-2.8	-8.6	-3.8	-3.4	-1.6	12.2	-8.1	-2.2	3.9
40	O=C(NCc1ccco1)C(=O)NCC1OCCN1C(=O)c1ccc(Cl)cc1 (stereo unspecified)	-2.4	-5.9	-2.6	31.4	-4.8	8.5	1.8	-2.5	2.7
41	O=C(O)c1nn(-c2ccccc2)c(-c2ccccc2)c1C(=O)c1ccccc1	6.7	-4.5	-3.1	0.4	5.6	14.2	-2.9	-2.3	-3.5
42	Cc1ccc(S(=O)(=O)N2CC(O)CC2C(=O)Nc2ccc3c(c2)CCC3)cc1 (stereo unspecified)	-1.7	-3.2	-0.9	3.6	-6.2	-17.2	-3.9	4.3	-0.9
43	Cc1cc(C)cc(N(CCC(=O)O)S(=O)(=O)c2ccc3ccccc3c2)c1	1.7	-2.2	0.5	0.0	-3.6	26.4	15.4	1.1	2.0
44	C=CCOC(=O)CCCC(=O)NC1CCCCC1	-2.1	-12.5	-3.5	13.1	2.0	6.6	12.2	3.4	-4.0
45	S=C(Nc1ccc(Cl)cc1)NN1CCOCC1	0.0	4.1	0.5	-10.4	-2.1	0.7	15.4	1.8	1.1
46	OC(CN1CCN(Cc2ccccc2)CC1)c1ccc(Br)cc1 (stereo unspecified)	·	·	·	·	-8.6	·	-1.8	-2.6	4.5
47	CCOC(=O)C(CCC(=O)O)(CCC(C)C)c1csc(N)n1 (stereo unspecified)	-0.5	2.0	-1.4	7.8	-3.3	2.4	-4.9	2.7	3.2
48	Cc1cc(Br)ccc1SCC(=O)OCC(=O)NC1CC1	1.0	-3.7	-0.9	0.5	-6.8	-2.2	-1.1	-0.1	3.5
49	N=P(N1CCOCC1)(N1CCOCC1)C12CC3CC(CC(C3)C1)C2	-0.9	3.0	-4.0	22.7	-2.3	1.0	20.4	5.9	6.0
50	CCOC(=O)c1cc(NC(=O)CC(C)(C)CC(=O)O)ccc1N1CCCCC1	-1.2	5.7	-1.9	3.5	-4.7	12.3	-3.5	-2.1	3.3

The list goes on.
item	compound	VIM-2 inh	pCIP destab	IMP-1 inhibitor	UBC9 SUMO inh	GalR3 antagonist	NS3 helicase inh	CRFBP-R2 block	IDE inh	IDE cell activ
51	Cc1ccccc1Nc1c(C)c(C)nc2ncnn12	0.6	-19.1	-0.3	-0.7	-11.0	16.8	19.5	-0.9	-4.7
52	Cc1cc(C)nc(/N=C2\NC(=O)CC(C(=O)O)N2c2cccc(Cl)c2)n1 (stereo unspecified)	1.0	19.3	-2.5	5.0	·	-19.7	·	-3.1	·
53	Cc1cccc(CN2CCN(C(=S)Nc3ccccc3)CC2)c1	-2.2	-5.6	-1.8	-4.6	-1.6	5.2	-8.1	-2.2	0.6
54	Cc1onc(-c2c(Cl)cccc2Cl)c1COC(=O)c1ccc([N+](=O)[O-])cc1	-3.5	0.5	-1.9	-9.5	-4.2	-0.8	38.8	2.4	4.2
55	CCn1c(SCC(=O)NCc2ccco2)nc2cccnc21	-2.2	6.8	-5.2	6.4	-3.9	-3.5	11.3	9.4	5.8
56	O=C(Nc1cccc(F)c1)Nc1cnccn1	-2.4	-7.5	-3.2	3.9	1.4	-8.7	-7.0	4.7	1.6
57	CC(Sc1nc2c(c(=O)[nH]1)CCCC2)C(=O)Nc1ccc(Br)cn1 (stereo unspecified)	1.3	-12.1	0.4	8.2	-8.3	5.3	6.0	3.0	0.6
